From PubChem
SR-BI uptake up = enhances SR-BI lipid uptake from DiI-HDL | activation, % at 12.5 µM | 320,000 tested, 0.096% active | CHO ldlA[mSR-BI] cells, DiI-HDL uptake fluorescence, 3 h; 100 = double the neutral-control signal;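 active = mean replicate activation of at least 60% and every replicate at or above 60%; inconclusive = mean or all-replicate condition met, but not both; inactive = mean below 60% and not all replicates reaching 60%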;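 also: 0% = median plate neutral-control signal and 100% = twice that signal; values of inactives mirror those of a sister screen read the other way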
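Material: SR-BI-overexpressing, LDLR-lacking CHO cells | Dosing: Single compound concentration, delivered by pin transfer | Probe or stimulus: Labelled HDL, 10 µg/mL | Signal: Bottom-read cell fluorescence after medium removal, ex 550/em 595 nm | Schedule: 3 h, 37 °C | Evaluation: HDL uptake via cellular fluorescence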
DAGLB inhibitor = blocks human DAGLB lipase activity | inhibition, % at 5.17 µM | HEK293T DAGLB membrane lysate, EnzChek fluorogenic substrate | Q8NCG7 | 340,000 tested, 0.059% active | AID 504411; in the data active = inhibition above about 34%;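 also: 0% = enzyme with vehicle and 100% = wells lacking enzyme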
SR-BI HDL uptake = mouse SR-BI HDL lipid transfer inhibition | ldlA[mSR-BI] CHO cells, DiI-HDL uptake fluorescence, 3 h | inhibition, % at 12.5 µM | 320,000 tested, 0.96% active | AID 488896;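 active = mean replicate inhibition of at least 70% and a set share of replicates each scoring 70 or more; inconclusive = meets just one of the two criteria; inactive = fails both criteria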;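 also: 0% = median of neutral control wells and 100% = median of positive control wells; values of inactives mirror those of a sister screen read the other way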
Keap1 Nrf2 FP = inhibitors of human Keap1-Nrf2 protein-protein interaction; Keap1 Kelch-Nrf2 peptide fluorescence polarization, 1536-well; AID 504523; 340,000 tested, 0.15% active; inhibition, % at 9.4 µM; Q14145; in the data active = inhibition above about 12%; inconclusive = no clear call, values can overlap the other calls; inactive = below about 7.3%;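 also: human Keap1 Kelch domain with fluorescein labeled Nrf2 9mer peptide probe; 0% = neutral control wells and 100% = peptide positive control; higher means more block of Keap1 binding to Nrf2 peptide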
Target sequence (Q14145 whole entry, looked up, the tested form may be a part): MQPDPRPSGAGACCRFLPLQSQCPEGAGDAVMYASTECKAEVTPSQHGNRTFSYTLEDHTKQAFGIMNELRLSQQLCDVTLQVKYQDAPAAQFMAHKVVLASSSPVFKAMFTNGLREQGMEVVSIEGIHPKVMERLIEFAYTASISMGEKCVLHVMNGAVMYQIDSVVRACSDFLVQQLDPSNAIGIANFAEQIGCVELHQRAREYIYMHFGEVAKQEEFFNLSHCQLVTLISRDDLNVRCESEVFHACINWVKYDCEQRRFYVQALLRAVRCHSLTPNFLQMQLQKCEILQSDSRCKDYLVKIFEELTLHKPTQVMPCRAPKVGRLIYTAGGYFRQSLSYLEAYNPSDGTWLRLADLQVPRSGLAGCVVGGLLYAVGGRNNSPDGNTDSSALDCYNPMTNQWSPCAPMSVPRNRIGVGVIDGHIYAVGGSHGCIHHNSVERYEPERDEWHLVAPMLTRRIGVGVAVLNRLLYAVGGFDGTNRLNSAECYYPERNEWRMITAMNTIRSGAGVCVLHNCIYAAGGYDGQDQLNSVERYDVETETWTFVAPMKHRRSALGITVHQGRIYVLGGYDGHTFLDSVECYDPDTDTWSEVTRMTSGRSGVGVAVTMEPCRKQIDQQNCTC
RTF Ca sens inh = cardiac RTF calcium desensitization | IANBD-labeled cardiac RTF, Ca2+ fluorescence | inhibition, % at 7.15 µM | 340,000 tested, 0.12% active | AID 493244;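 active = inhibition above the mean inhibition of all tested compounds plus 3 SD, cut at about 17% in these data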;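 also: assay run at fixed EC70 calcium of 1.6 mM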
LANA DNA inh = KSHV C-LANA DNA binding inhibition; 340,000 tested, 0.078% active; inhibition, % at 9 µM; MBP-C-LANA/FAM-LBS DNA binding, fluorescence polarization;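 active = highest replicate inhibition at or above 60% at 9 µM, even if other replicates fall short; inactive = all replicates below 60% inhibition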;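 also: 0% = neutral control wells and 100% = 4 µM acridine orange control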
Arrestin-AP2 inh = inhibitors of human beta-arrestin and AP2 interaction; FITC-arrestin peptide / GST-AP2 beads, flow cytometry; AP2 beta2 appendage carries R879A mutation; inhibition, % at 10 µM; 340,000 tested, 0.31% active;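 active = inhibition above a set limit, near 3 SD of compounds lacking own fluorescence, cut at about 54% in these data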;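 also: plate controls were DMSO wells for no effect and 5 µM unlabelled arrestin peptide for full effect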
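Measured by: flow cytometry, FL1 (488/535 nm); Material: AP2 appendage R879A on GSH beads; Evaluation: percent response; Timing: pre-incubation 12 min, peptide binding 1 h, room temperature; Also added: 50 nM FITC-arrestin peptide; Medium: PBS with 0.05% Tween 20 and 0.1% BSA.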
PvdQ inh = P. aeruginosa PvdQ acylase inhibition; 340,000 tested, 0.063% active; purified PvdQ acylase, fluorescence plate reader; inhibition, % at 10 µM; in the data active = inhibition above about 30%, passing the limit was not always enough; inconclusive = no clear call, values can overlap the other calls;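 also: 0% = vehicle neutral wells and 100% = reference inhibitor wells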
PKA-R2B act = PKA-R2B complex activation; P22694+P31323; PKA-R2B holoenzyme dissociation, Cy5-IP20 fluorescence polarization; R2B truncated from residue 108, S112A mutant; 0% DMSO only, 100% 113 µM cGMP; activation, % at 11.4 µM; 340,000 tested, 0.079% active; AID 504700;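 active = activation above a cutoff set at the mean over all compounds plus 3 SD, cut at about 18% in these data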;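 also: higher means more holoenzyme dissociation and a rise in polarization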
Target sequence (P31323 whole entry, looked up, other chains not shown, the tested form may be a part): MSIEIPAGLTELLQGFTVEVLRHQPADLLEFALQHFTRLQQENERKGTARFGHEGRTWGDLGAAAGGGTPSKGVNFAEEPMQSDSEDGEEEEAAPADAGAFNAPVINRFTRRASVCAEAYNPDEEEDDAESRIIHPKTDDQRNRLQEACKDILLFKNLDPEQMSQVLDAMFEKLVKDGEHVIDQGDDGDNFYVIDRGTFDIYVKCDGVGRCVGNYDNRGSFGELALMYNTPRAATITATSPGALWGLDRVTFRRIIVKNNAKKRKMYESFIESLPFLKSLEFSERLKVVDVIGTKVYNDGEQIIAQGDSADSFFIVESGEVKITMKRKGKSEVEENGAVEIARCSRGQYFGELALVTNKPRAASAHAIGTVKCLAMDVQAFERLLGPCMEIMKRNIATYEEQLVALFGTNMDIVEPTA
NSD2 inh = NSD2 (human) methyltransferase inhibition | O96028 | inhibition, % at 12.5 µM | 310,000 tested, 0.54% active | NSD2 peptide methylation, AlphaScreen, 120 min; in the data active = inhibition above about 50%
The depositor's hits bear a star; ? = inconclusive; / = not tested or not shown.

Compound	SR-BI uptake up	DAGLB inhibitor	SR-BI HDL uptake	Keap1 Nrf2 FP	RTF Ca sens inh	LANA DNA inh	Arrestin-AP2 inh	PvdQ inh	PKA-R2B act	NSD2 inh
CCC(C)Sc1nc2c(cnn2-c2ccc(F)cc2)c(=O)[nH]1 (stereo not drawn)	10.5	-0.6	-10.5	-6.1	-2.2	0.4	2.8	-16.4	1.0	0.9
O=C(O)CCC(=O)NNc1nc2ccccc2nc1-c1ccccc1	1.9	0.8	-1.9	-2.4	-2.4	-0.8	3.0	0.5	2.4	-3.7
CCCc1nnc(NC(=O)COC(=O)c2cc(C)nc3ccccc23)s1	5.6	-2.0	-5.6	-4.8	2.8	1.0	12.2	-22.7	-0.8	-1.6
O=C(O)Cc1ccc(NC(=S)Nc2cccc(Cl)c2Cl)cc1	1.7	0.6	-1.7	-2.0	0.4	-1.2	14.5	2.2	-9.5	-3.9
O=c1c2ccccc2oc2ccc(Oc3ccccc3)cc12	-1.0	-29.9	1.0	-2.7	-4.8	0.4	-2.3	-12.2	-18.5	/
Cc1nnc(SCC(=O)Nc2nccs2)[nH]c1=O	6.9	0.1	-6.9	-3.9	-7.1	-1.3	-1.2	-6.5	3.5	/
COc1ccc(OC)c2c1sc(=NC(=O)C1CC1)n2C	/	-1.7	/	-8.7	-3.5	-0.2	12.1	5.1	-6.0	-3.7
Cc1ccc(S(=O)(=O)NCCC(=O)Nc2ccc(C)c(Cl)c2)cc1C	-8.0	-3.6	8.0	-2.2	12.2	0.8	-3.0	-10.1	-8.1	-3.1
O=C(NCCS(=O)(=O)N1CCN(c2ccccc2)CC1)C1CC1	12.5	-1.9	-12.5	-3.3	3.7	-0.9	-14.7	-10.2	-19.3	1.2
CC1(C)CC(=O)N(CC(=O)O)c2ccccc2S1(=O)=O	22.1	0.1	-22.1	-2.7	-2.8	3.8	22.1	11.5	12.5	/
O=C(COC(=O)Cn1cnc2ccccc2c1=O)Nc1ccc(Cl)c(C(F)(F)F)c1	14.9	-2.5	-14.9	-1.6	-13.1	-2.3	2.4	-8.1	-2.3	-2.4
CCN(Cc1ccccc1)S(=O)(=O)c1ccc2c(c1)NC(=O)CC(=O)N2	31.6	1.6	-31.6	2.1	-10.8	-2.2	-3.4	25.2	4.7	-5.4
COc1ccc(N2C(=O)C(CC(=O)Nc3ccccc3)N(CCc3ccc(OC)c(OC)c3)C2=O)cc1 (stereo not drawn)	17.0	-1.8	-17.0	-4.5	-10.0	-0.1	15.8	-15.6	-0.9	2.5
Nc1nc(SCc2ccc(Cl)cc2Cl)n[nH]1	22.2	1.2	-22.2	-1.2	-2.9	0.3	-6.1	-12.1	-8.8	-1.6
O=C(CCCn1c(=S)[nH]c2cc3c(cc2c1=O)OCO3)NCCc1ccccc1Cl	-40.9	-4.1	40.9	-2.7	-0.2	-0.8	-5.0	-7.0	2.1	-0.1

In the list so far, these contain fluorine:
Compound	SR-BI uptake up	DAGLB inhibitor	SR-BI HDL uptake	Keap1 Nrf2 FP	RTF Ca sens inh	LANA DNA inh	Arrestin-AP2 inh	PvdQ inh	PKA-R2B act	NSD2 inh
CCC(C)Sc1nc2c(cnn2-c2ccc(F)cc2)c(=O)[nH]1 (stereo not drawn)	10.5	-0.6	-10.5	-6.1	-2.2	0.4	2.8	-16.4	1.0	0.9
O=C(COC(=O)Cn1cnc2ccccc2c1=O)Nc1ccc(Cl)c(C(F)(F)F)c1	14.9	-2.5	-14.9	-1.6	-13.1	-2.3	2.4	-8.1	-2.3	-2.4

(continued)
Compound	SR-BI uptake up	DAGLB inhibitor	SR-BI HDL uptake	Keap1 Nrf2 FP	RTF Ca sens inh	LANA DNA inh	Arrestin-AP2 inh	PvdQ inh	PKA-R2B act	NSD2 inh
Cc1cccc(C)c1NC(=O)CNC(=O)c1ccc(N2CCCC2=O)cc1	7.7	-1.5	-7.7	1.8	2.1	-0.2	-1.8	-16.2	-3.8	6.7
Cc1ccc(C2=NC3(CCCCC3)NC2=S)cc1	9.6	-5.9	-9.6	-1.7	-1.5	-1.2	-4.5	-9.1	16.5	-7.5
Cc1ccccc1NC(=O)/C(C#N)=C/c1ccc[nH]1	-0.2	-1.4	0.2	0.7	1.7	-1.4	-3.5	0.7	0.5	-0.6
Cc1ccc(C)n1-c1sc2c(c1C(=O)O)CCCC2	11.1	3.5	-11.1	-4.9	-13.9	7.1	-3.2	-11.0	6.6	/
CC(=O)Nc1ccc(S(=O)(=O)N2CCC(C(=O)NC3CC3)CC2)cc1	6.0	-2.2	-6.0	-0.8	-7.0	-0.2	-8.2	-9.4	-4.2	-0.4
CN(C(=O)c1ccc(NC(=O)C2CCCN(C(=O)OC(C)(C)C)C2)cc1)C1CCCC1 (stereo not drawn)	-20.2	-3.5	20.2	0.1	-3.1	0.3	17.6	-9.7	0.5	/
N#Cc1c(NC(=O)CN2CCCCC2)sc2c1CCC2	3.8	-2.2	-3.8	-2.7	-11.6	1.7	1.8	-4.5	-3.3	3.6
CCC1(C)Cc2ccccc2-c2nc(NN)[nH]c(=O)c21 (stereo not drawn)	2.7	-4.3	-2.7	-6.3	1.0	-1.2	3.9	14.4	0.0	-0.2
Cn1c(CSCc2ccc(Cl)c(Cl)c2)nnc1SCC(=O)Nc1nccs1	-33.1	0.5	33.1	-1.2	-0.6	1.2	6.3	-6.5	-3.5	-1.1
Cc1ccccc1N=C1C(=O)Nc2ccccc21	5.2	2.0	-5.2	2.6	0.8	0.3	-21.9	-7.0	-9.3	-3.2
O=C(O)c1cc(S(=O)(=O)N(Cc2ccccc2)c2ccccc2Cl)ccc1Cl	13.1	8.0	-13.1	5.4	-8.1	-3.9	27.3	-0.3	-4.3	-0.9
COC(=O)c1cn(C(=O)c2cc(C)cc(C)c2)c2ccccc12	-73.0	-3.8	?	0.1	-5.4	0.4	3.5	1.4	1.0	/
CC(=O)N1CCc2ccc(S(=O)(=O)N3CCc4ccccc43)cc21	-12.3	-0.9	12.3	-5.5	5.9	0.4	2.2	-12.8	-15.9	-4.0
COC(=O)Cn1c2ccccc2c2nc3ccccc3nc21	-98.3	-0.3	98.3*	-0.1	-6.9	1.3	-3.9	-16.9	-5.2	-4.5
Cn1c(=O)c(=O)n(C)c2cc(S(=O)(=O)Nc3ccc(OC(F)(F)F)cc3)ccc21	14.1	1.2	-14.1	-2.5	-4.1	0.5	-3.6	17.3	-4.1	-2.0
CC(=O)Nc1nc(C)c(-c2csc(Nc3cccc([N+](=O)[O-])c3)n2)s1	-48.9	3.0	48.9	-2.8	-0.5	0.8	25.5	25.9	4.6	0.0
CCCn1cnc2sc(C(N)=O)c(C)c2c1=O	-3.3	-2.5	3.3	-5.7	-13.4	-1.3	-3.8	-18.0	-11.1	-5.4
Cc1ccc(NC(=O)CC2SC(=NC3CCCCC3)NC2=O)cc1 (stereo not drawn)	16.6	-1.5	-16.6	-3.4	-4.2	-0.9	3.2	-8.9	-8.9	6.5
CC(=O)n1cc(C2C(=O)CC(C)(C)CC2=O)c2ccccc21	24.4	1.6	-24.4	-1.0	-5.0	0.1	-1.4	-4.7	-5.7	0.6
CCOC(=O)c1ccc(CNC(=O)CSc2nnc(-c3ccncc3)o2)cc1	1.0	-0.7	-1.0	-0.3	8.3	0.4	6.1	4.2	-6.7	1.1
CCOc1ccc(CNC(=O)CCC(=O)n2nc(C)c3ccccc32)cc1	5.5	-0.9	-5.5	-3.0	5.0	2.3	-11.0	-7.7	-8.2	0.1
Cc1ccc2[nH]c(=O)c(N3CCOCC3)c(-c3ccccc3)c2c1	2.4	7.8	-2.4	2.3	-1.9	1.0	-0.9	-8.9	4.9	1.2
O=P(Cc1cccc[n+]1[O-])(c1ccccc1)c1ccccc1	24.8	0.5	-24.8	-0.2	0.6	-0.2	1.8	-8.1	6.9	/
CCc1cccc(CC)c1NC(=O)COc1ccccc1C(=O)c1cc(C#N)c(=O)n(C2CCCCC2)c1	3.1	0.5	-3.1	-4.1	-5.4	-1.2	2.4	-13.1	0.0	-1.1
Cc1ccc(S(=O)(=O)N(C)C)cc1NC(=O)COC(=O)COc1ccccc1[N+](=O)[O-]	-0.3	0.8	0.3	2.9	-1.9	0.7	43.5	2.8	4.6	0.7
OC1COCOC1C(O)C1OCOCC1O (stereo not drawn)	14.9	-1.5	-14.9	-2.1	6.7	0.5	8.4	-5.3	-7.6	10.7
COc1ccccc1C(=O)COC(=O)Cc1c[nH]c2ccccc12	1.0	3.0	-1.0	-5.3	-2.7	0.5	-8.4	-4.9	-3.4	-1.6
Cc1ccc(S(=O)(=O)N(CCC(=O)O)c2ccccc2)cc1	22.6	-2.2	-22.6	-4.1	-4.5	-0.9	-2.9	-11.4	-0.6	-1.4
CCc1ccc(NC(=O)Cc2cn(C)c3ccccc23)cc1	20.8	-14.6	-20.8	-2.9	-12.5	0.8	11.7	-1.7	-10.1	/
COc1ccc(C2CC(=O)NC(=O)C2)cc1	/	-1.1	/	-1.7	-0.2	0.2	15.7	-12.0	-2.5	-0.8
CCC1Oc2ccc(Cl)cc2N(CC(=O)O)C1=O (stereo not drawn)	43.1	-0.6	-43.1	-3.7	-4.5	1.2	5.2	-17.1	-1.8	-3.2
Cc1c(NC(=O)Cc2cccs2)cccc1[N+](=O)[O-]	9.9	2.3	-9.9	-1.6	-0.4	-0.9	5.2	-10.5	-13.9	-7.9
O=C(NCc1cccc(Cl)c1)c1ccc(N2CC3CC(C2)c2cccc(=O)n2C3)c(NC(=O)c2cccnc2)c1 (stereo not drawn)	9.2	1.6	-9.2	-4.4	-2.2	-0.1	0.6	-10.8	-4.9	-2.2
C[C@@H](NC(=O)c1nc[nH]c1C(=O)NCC(=O)OC(C)(C)C)c1ccccc1	14.0	-2.8	-14.0	-3.5	-1.1	2.0	-4.7	-14.4	-2.3	/
CCOC(=O)C1(CCCc2ccccc2)CCN(C(=O)c2cncs2)CC1	-13.9	-1.7	13.9	-4.4	-20.3	0.2	-14.8	-10.5	-1.7	-0.1
O=C(NCC1CCCCC1)C1CCCN(C(=O)NC2CCCCC2)C1 (stereo not drawn)	0.3	0.3	-0.3	-2.7	-8.2	-0.5	1.9	1.7	-8.8	23.6

SR-BI HDL uptake: entries above that show a hit.
Compound | SR-BI uptake up | DAGLB inhibitor | SR-BI HDL uptake | Keap1 Nrf2 FP | LANA DNA inh | Arrestin-AP2 inh | PvdQ inh | PKA-R2B act | NSD2 inh
COC(=O)Cn1c2ccccc2c2nc3ccccc3nc21 | -98.3 | -0.3 | 98.3* | -0.1 | 1.3 | -3.9 | -16.9 | -5.2 | -4.5
